GPR7 antag – antagonists of human GPR7 (neuropeptides B/W receptor 1) | AID 1861 | P48145 | inhibition, % at 4.4 µM | 290,000 tested, 1.1% active | GPR7-expressing cells, fluorescence antagonist assay; in the data active = inhibition above about 16%, passing the limit was not always enough;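 note: cells stimulated with the agonist NPW; 0% = agonist with vehicle and 100% = vehicle without agonist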
Target sequence (P48145 whole entry, looked up): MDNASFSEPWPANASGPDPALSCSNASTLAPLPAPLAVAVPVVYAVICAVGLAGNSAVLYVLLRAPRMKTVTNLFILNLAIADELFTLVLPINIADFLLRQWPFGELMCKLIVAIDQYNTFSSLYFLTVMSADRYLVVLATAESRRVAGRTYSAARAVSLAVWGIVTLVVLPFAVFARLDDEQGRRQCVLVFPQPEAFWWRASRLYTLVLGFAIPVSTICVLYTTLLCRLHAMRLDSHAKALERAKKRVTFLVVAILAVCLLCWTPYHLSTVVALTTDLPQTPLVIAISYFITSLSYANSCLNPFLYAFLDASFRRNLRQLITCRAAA
NALP1 yeast inh – blocks the NALP1 inflammasome reconstituted in yeast | 280,000 tested, 0.61% active | inhibition, % at 10 µM | S. cerevisiae NALP1/ASC/caspase-1 growth, X-gal OD620, 72 h; in the data active = inhibition mostly above about 24%, no sharp cut-off; inactive = mostly below about 32%; note: some compounds called inactive have numbers as strong as hits
MEKK2wt PB1 HTS – raises or lowers MEK5 binding to wildtype human MEKK2 PB1 domain. bead flow cytometry, Alexa488-MEK5 binding to MEKK2 WT; actives lie on both sides. binding response (% of control), % at 10 µM. 290,000 tested, 1.1% active; in the data active = binding response below about 67% or above about 130%
OXTR agonist – agonists of human oxytocin receptor | P30559 | CHO-OTR cells, Fluo-8 calcium fluorescence; normalized: DMSO 0%, oxytocin 100% | activation, % at 3 µM | 320,000 tested, 0.32% active;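 active = activation above the mean of all tested compounds plus 3 SD, cutoff set per screening run, cut at about 20% in these data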;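 note: peak over basal fluorescence ratio from a 100 s FLIPR kinetic read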
Target sequence (P30559 whole entry, looked up): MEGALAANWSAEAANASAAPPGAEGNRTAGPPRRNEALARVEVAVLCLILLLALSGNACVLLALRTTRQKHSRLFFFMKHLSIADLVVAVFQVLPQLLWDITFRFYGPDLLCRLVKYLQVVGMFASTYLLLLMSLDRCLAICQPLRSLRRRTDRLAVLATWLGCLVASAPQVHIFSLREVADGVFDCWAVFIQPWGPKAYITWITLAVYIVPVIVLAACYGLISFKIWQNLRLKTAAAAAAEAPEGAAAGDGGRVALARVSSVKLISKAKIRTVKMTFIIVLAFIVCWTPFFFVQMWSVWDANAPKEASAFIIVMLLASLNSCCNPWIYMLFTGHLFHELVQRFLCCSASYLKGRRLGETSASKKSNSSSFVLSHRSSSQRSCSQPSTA
FID counter – displaces DNA intercalator in HCV helicase counter-screen. DNA fluorescent intercalator displacement, fluorescence. inhibition, % at 7.9 µM. 290,000 tested, 0.17% active; in the data active = inhibition above about 37%;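 note: 0% = vehicle and 100% = reference compound; higher means more ethidium bromide displaced from hairpin DNA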
MEKK3 PB1 HTS – modulators (inhibitors or enhancers) of MEK5 binding to human MEKK3 PB1 domain. 290,000 tested, 1.4% active. binding response (% of control), % at 10 µM. bead-based flow cytometry, Alexa488-MEK5 binding to MEKK3; actives lie on both sides; 0 = blocked by unlabeled MEK5, 100 = vehicle;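 active = binding response more than 3 SD above or below the average of its plate-row segment, actives on both sides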;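 note: Alexa488 bead fluorescence after subtracting the streptavidin-only scavenger bead signal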
PfM18AAP inh – blocks P. falciparum M18 aspartyl aminopeptidase; AID 1822; inhibition, % at 7.35 µM; recombinant PfM18AAP, H-Glu-NHMec fluorogenic cleavage; 290,000 tested, 1.2% active;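 active = inhibition above the campaign mean inhibition over all tested compounds plus 3 SD, cut at about 28% in these data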;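 note: 0% = plate median of test compound wells and 100% = 2 mM ZnCl2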
MEKK2 mut-MEK5 – signal of MEK5 binding to mutant human MEKK2 PB1 domain | bead flow cytometry, Alexa488-MEK5 binding to MEKK2 mutant | percent response, % at 10 µM | 290,000 tested, 0.35% active | AID 1530; in the data active = percent response above about 24%, passing the limit was not always enough; note: inactives centre near 1; some results filed as inactive read as strong as hits; reference of the scale not given here
PHOSPHO1 inh – inhibitors of human PHOSPHO1 phosphatase | Q8TCT1 | recombinant PHOSPHO1, absorbance phosphatase assay | inhibition, % at 13.3 µM | 290,000 tested, 1.1% active | AID 1565; in the data active = inhibition above about 60%
Target sequence (Q8TCT1 whole entry, looked up): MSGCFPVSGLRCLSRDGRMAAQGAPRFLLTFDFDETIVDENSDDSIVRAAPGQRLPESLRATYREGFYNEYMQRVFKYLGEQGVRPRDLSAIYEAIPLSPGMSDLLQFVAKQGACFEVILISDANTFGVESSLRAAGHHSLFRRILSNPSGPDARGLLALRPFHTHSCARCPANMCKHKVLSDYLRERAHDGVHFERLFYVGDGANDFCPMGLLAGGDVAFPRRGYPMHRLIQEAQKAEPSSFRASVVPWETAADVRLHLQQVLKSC
* = called active by the depositor; x = not tested or not shown.

SMILES	GPR7 antag	NALP1 yeast inh	MEKK2wt PB1 HTS	OXTR agonist	FID counter	MEKK3 PB1 HTS	PfM18AAP inh	MEKK2 mut-MEK5	PHOSPHO1 inh
CCCCC(CC)CNC(=O)C(Cc1ccccc1)NS(=O)(=O)c1ccc2c(c1)CCC(=O)N2 (stereo not given)	11	-1	98	-0.9	-31	100	-16	-3	-10
COc1ccc(C(=O)COC(=O)CCn2nnc(-c3cccc(O)c3OC)n2)cc1	-2	1	87	-0.9	-3	87	2	-9	-10
COc1cc(-c2noc(CCC(=O)NC3CCCCC3)n2)cc(OC)c1OC	10	3	103	0.9	-28	104	-2	1	-7
O=C(NCC1CCCO1)c1ccc(Oc2ccc([N+](=O)[O-])cc2)cc1 (stereo not given)	3	-19	105	3.3	-8	101	6	4	27
Cc1cc(=O)[nH]c(SCC(=O)N2CCC(Cc3ccccc3)CC2)n1	-6	-17	100	1.2	2	102	5	3	20
N#CCCN(CCC#N)C(=S)NC1CC2C=CC1C2 (stereo not given)	14	26	93	-0.7	-3	85	11	-18	12
COC(=O)c1scc(S(C)(=O)=O)c1-n1cccc1	-15	x	102	0.3	1	102	-3	1	41
Cc1ccc2c(c1)-c1c(cnn1CC(=O)O)CO2	18	-9	101	-0.9	5	104	-11	11	22
COc1ccc(C2CC(c3cccs3)=NN2C(=O)CSc2nncs2)cc1OC (stereo not given)	-6	1	94	4.1	-38	102	-1	-2	6
CCCCNc1nc(CC)c2c(c1C#N)CCCC2	-5	41*	97	-1.1	0	98	4	0	22
CCCCOC(=O)C1=C(C)NC(=O)NC1c1cc2c(cc1Br)OCO2 (stereo not given)	-11	-5	98	-1.8	-28	94	-4	1	9
Cc1c(C(=O)NCc2ccc(F)cc2)c(-c2ccccc2)nn1-c1ccccc1	-9	3	109	-1.7	-14	106	-11	5	4
CC1CCCCC1NC(=S)NC(=O)c1cccs1 (stereo not given)	-9	x	87	-2.0	-17	88	-6	-4	0
Cc1nn2c(NCCCN3CCOCC3)c3c(nc2c1-c1ccccc1)CCC3	-10	25	114	-1.2	2	113	-4	10	12
NC(=O)/C=C/C(=O)Nc1ccc(Cl)cc1	-15	79*	98	1.1	0	102	-8	-1	-6
Cc1ccccc1-c1cc2nc(C)c(C)c(=O)n2[nH]1	-8	12	102	x	-5	97	-1	3	8
COc1ccc(CNCC(O)(c2ccccc2)c2ccc(F)cc2)cc1OC (stereo not given)	7	-2	111	5.5	3	105	-1	9	26
CCOC(=O)C1(Cc2cccc(OC)c2)CCCN(C(=O)c2cc(CC(C)C)[nH]n2)C1 (stereo not given)	3	11	97	-0.7	-60	91	-17	-9	38
O=C(C1CCN(S(=O)(=O)c2ccc(Cl)cc2)CC1)N1CCCCCCC1	18	16	111	0.2	-32	107	5	6	8
O=C(c1ccc(-n2nc(C(F)(F)F)c3c2CCCC3)cc1)N1CCOCC1	-9	3	91	0.1	-26	95	-2	-6	-3
Cc1cc(OCC(=O)NCc2cccnc2)c2c(C)cc(=O)oc2c1	-8	21	100	-0.8	-12	100	-2	-4	40
Cc1ccc(CS(=O)(=O)c2ccc(C(=O)N3CCCCC3)cc2[N+](=O)[O-])cc1	1	-5	97	5.7	-14	103	-5	-1	16
O=C(Nc1cccc(Cl)c1)Nc1ccccc1NS(=O)(=O)c1cccs1	-5	26	93	12	3	90	2	-3	8
CN1C(=O)CC(N2CCN(c3ccccn3)CC2)C1=O (stereo not given)	-2	6	92	1.0	1	94	-1	-3	4
CCCCN(CC)CCCNC(=O)c1cc2c(=O)n(CC)c3ccccc3c2s1	5	24	122	0.0	9	107	4	8	29
CC(C)(C)NC(=O)C(c1ccccn1)N(C(=O)c1ccc2c(c1)OCCO2)C1CCCC1 (stereo not given)	-7	32	108	0.9	-35	109	5	5	-4
CN(CCc1ccccc1)c1ccc([N+](=O)[O-])cn1	-2	15	102	x	0	102	2	5	-42
CN(C)C(CNC(=O)c1ccccc1C(F)(F)F)c1ccco1 (stereo not given)	1	26	97	0.1	0	97	-5	0	39
CCC(C)c1ccc(NC(=O)Nc2cccnc2)cc1 (stereo not given)	-16	-5	108	1.0	-10	100	6	7	58
O=C(Oc1ccc(=O)n(-c2ccccc2)n1)c1ccc(F)cc1	4	-25	101	0.5	4	105	-3	-4	-31
Cn1c(CNC(=O)c2ccccc2F)nnc1SCc1ccc(F)cc1	-2	16	94	-0.6	-12	90	-7	-1	16
CCN(C(=O)CN1C(=O)/C(=C/c2ccccc2)SC1=S)C1CCS(=O)(=O)C1 (stereo not given)	2	16	100	0.8	-20	101	-1	0	7
Cc1ccc(S(N)(=O)=O)cc1NC(=O)C1CC2CCC1C2 (stereo not given)	8	-1	80	-1.4	-1	73	15	-12	32
CN(Cc1nc2ccccc2c(=O)[nH]1)CC(O)COCc1ccco1 (stereo not given)	-5	43	88	-0.1	-6	96	-2	-4	3
CC(=O)NC1C(=O)N=C(SCC(=O)Nc2cccc(Cl)c2)NC1=O (stereo not given)	4	-2	108	0.8	9	112	24	-1	28
O=C(Cc1cccs1)NCCc1ccc(F)cc1	-15	7	109	-0.4	1	103	-1	8	40
Cc1ccc(C(NC(=O)N2CCCCC2)=C(Cl)Cl)cc1F	-8	8	100	0.0	-1	97	6	1	-32
Cc1nc2ccccc2c(=O)n1Cc1ccco1	-10	-2	103	-0.9	-2	104	-5	-2	52
CCOC(=O)c1cnc2c(ccc3ccccc32)c1NCCO	5	-94	101	-0.5	-5	101	-6	1	6
CN(C)C(=O)CC12CC3CC(C1)CC(CC(=O)N(C)C)(C3)C2	-2	-3	101	2.0	-7	103	1	3	21

3 records picked at random from the list so far:
SMILES	GPR7 antag	NALP1 yeast inh	MEKK2wt PB1 HTS	OXTR agonist	FID counter	MEKK3 PB1 HTS	PfM18AAP inh	MEKK2 mut-MEK5	PHOSPHO1 inh
CC(=O)NC1C(=O)N=C(SCC(=O)Nc2cccc(Cl)c2)NC1=O (stereo not given)	4	-2	108	0.8	9	112	24	-1	28
CCOC(=O)c1cnc2c(ccc3ccccc32)c1NCCO	5	-94	101	-0.5	-5	101	-6	1	6
Cc1ccc(S(N)(=O)=O)cc1NC(=O)C1CC2CCC1C2 (stereo not given)	8	-1	80	-1.4	-1	73	15	-12	32

The results go on.
SMILES	GPR7 antag	NALP1 yeast inh	MEKK2wt PB1 HTS	OXTR agonist	FID counter	MEKK3 PB1 HTS	PfM18AAP inh	MEKK2 mut-MEK5	PHOSPHO1 inh
O=C(N/C(=C/c1cccc([N+](=O)[O-])c1)C(=O)N1CCOCC1)c1ccc(Br)cc1	-5	30	97	-0.5	-25	101	7	-4	38
CCCCC(=O)Nc1nc(C)c(-c2csc(Nc3ccc(Cl)cc3)n2)s1	3	14	132	-1.2	4	108	4	11	29
NS(=O)(=O)c1ccc(NC(=S)NC(=O)/C=C/c2ccco2)cc1	-3	6	113	0.1	-2	102	14	25	-12
Cc1cccc(C)c1N1CCN(c2cc(Cl)nc(N)n2)CC1	-15	-8	103	-2.3	-21	99	13	5	46
CCOC(=O)c1c(NC(C)=O)sc2c1CCCNC2=O	-5	-5	107	-0.9	-5	106	-1	9	-4
CC1CCCCN1C(=O)COC(=O)c1n[nH]c2ccccc12 (stereo not given)	-2	-9	95	1.0	-9	91	-3	-3	2
Clc1ccc(-c2nsc(N3CCOCC3)n2)c(Cl)c1	-22	23	95	2.0	-11	98	-4	0	15
COCCCNc1ncnc2c1[nH]c1ccccc12	-2	0	x	x	-1	x	-10	x	-8
O=C(Nc1cnccn1)c1cccnc1	3	1	97	0.1	4	97	1	6	22
O=C(O)c1ccc(-n2nnnc2Oc2ccccc2C(=O)N2CCOCC2)cc1	-15	-7	104	0.2	-4	104	9	4	-6

Twelve of these compounds in a different format:
Values run as follows: GPR7 antag, NALP1 yeast inh, MEKK2wt PB1 HTS, OXTR agonist, FID counter, MEKK3 PB1 HTS, PfM18AAP inh, MEKK2 mut-MEK5, PHOSPHO1 inh
- O=C(Cc1cccs1)NCCc1ccc(F)cc1
  -15, 7, 109, -0.4, 1, 103, -1, 8, 40
- Cc1ccc(C(NC(=O)N2CCCCC2)=C(Cl)Cl)cc1F
  -8, 8, 100, 0.0, -1, 97, 6, 1, -32
- Cc1nc2ccccc2c(=O)n1Cc1ccco1
  -10, -2, 103, -0.9, -2, 104, -5, -2, 52
- CCOC(=O)c1cnc2c(ccc3ccccc32)c1NCCO
  5, -94, 101, -0.5, -5, 101, -6, 1, 6
- CN(C)C(=O)CC12CC3CC(C1)CC(CC(=O)N(C)C)(C3)C2
  -2, -3, 101, 2.0, -7, 103, 1, 3, 21
- O=C(N/C(=C/c1cccc([N+](=O)[O-])c1)C(=O)N1CCOCC1)c1ccc(Br)cc1
  -5, 30, 97, -0.5, -25, 101, 7, -4, 38
- CCCCC(=O)Nc1nc(C)c(-c2csc(Nc3ccc(Cl)cc3)n2)s1
  3, 14, 132, -1.2, 4, 108, 4, 11, 29
- NS(=O)(=O)c1ccc(NC(=S)NC(=O)/C=C/c2ccco2)cc1
  -3, 6, 113, 0.1, -2, 102, 14, 25, -12
- Cc1cccc(C)c1N1CCN(c2cc(Cl)nc(N)n2)CC1
  -15, -8, 103, -2.3, -21, 99, 13, 5, 46
- CCOC(=O)c1c(NC(C)=O)sc2c1CCCNC2=O
  -5, -5, 107, -0.9, -5, 106, -1, 9, -4
- CC1CCCCN1C(=O)COC(=O)c1n[nH]c2ccccc12 (stereo not given)
  -2, -9, 95, 1.0, -9, 91, -3, -3, 2
- Clc1ccc(-c2nsc(N3CCOCC3)n2)c(Cl)c1
  -22, 23, 95, 2.0, -11, 98, -4, 0, 15

Other structures.
SMILES	GPR7 antag	NALP1 yeast inh	MEKK2wt PB1 HTS	OXTR agonist	FID counter	MEKK3 PB1 HTS	PfM18AAP inh	MEKK2 mut-MEK5	PHOSPHO1 inh
COc1cc(/C=N/NC(=O)c2sc3ccccc3c2Cl)ccc1OC(=O)c1ccc([N+](=O)[O-])cc1	-6	x	90	0.2	3	92	-2	-14	34
Cc1ccc(C2c3c(-c4ccccc4O)n[nH]c3C(=O)N2Cc2ccncc2)cc1 (stereo not given)	20*	-16	109	2.6	-32	106	2	4	-17
COc1cc2c(cc1NC(C)=O)CCCC2	-8	-8	81	-0.5	-7	82	-4	-9	17
C=CCSc1cc(C)nc2c(-c3ccccc3)cnn12	-12	7	101	-2.1	-17	99	-5	8	3
CCOC(=O)N1CCN(C(=O)c2ccc3c(Cl)c4c(nc3c2)CCCC4)CC1	-3	4	103	-0.8	-63	103	-2	2	30
CN(C)c1ccc(/C=C/C(=O)c2ccccc2)cc1[N+](=O)[O-]	8	25	95	-0.8	4	93	0	-1	-9
CC12CCC(C(=O)N3CCCc4ccccc43)(CC1=O)C2(C)C (stereo not given)	-2	6	109	-1.5	-14	111	3	3	24
O=C1/C(=C/c2ccco2)CCC1C1CCCC1 (stereo not given)	-7	-8	98	-1.9	-3	99	-7	1	4
Cc1ccccc1C(=O)NC(=S)N(C)CCc1ccccn1	-5	-3	99	1.0	-4	103	-12	0	40
CC1CC(C)CN(CCOc2ccc(Cl)cc2Cl)C1 (stereo not given)	11	13	114	4.8	11	99	5	3	-15

Bioassay records: PubChem BioAssay, several laboratories
